Compound activity deposited in PubChem by National Center for Advancing Translational Sciences (NCATS).
TRHR PAM = allosterically enhances the human TRH receptor | AID 493056 | P34981 | actives 0.66% (n = 360,000) | TRHR cells, fluo-8 calcium fluorescence, EC20 TRH enhancement | enhancement, % at 2 µM; in the data active = enhancement above about 30%; also: 0% is about no effect
Target sequence (P34981 whole entry, looked up): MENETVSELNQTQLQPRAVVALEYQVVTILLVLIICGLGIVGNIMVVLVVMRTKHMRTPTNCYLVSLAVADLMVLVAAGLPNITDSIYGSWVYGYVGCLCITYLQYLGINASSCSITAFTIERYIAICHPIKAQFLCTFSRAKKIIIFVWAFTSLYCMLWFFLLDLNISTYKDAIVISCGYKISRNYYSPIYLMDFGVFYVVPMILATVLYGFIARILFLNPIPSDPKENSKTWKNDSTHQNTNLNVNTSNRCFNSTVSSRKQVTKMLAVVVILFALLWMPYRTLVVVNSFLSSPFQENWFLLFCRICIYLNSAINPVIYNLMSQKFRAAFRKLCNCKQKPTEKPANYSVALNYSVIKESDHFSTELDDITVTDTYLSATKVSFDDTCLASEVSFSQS
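Enhancer read-out: after compound pinning and an initial kinetic agonist-mode read, an EC20 of TRH (10 nM final) was injected and fluo-8 calcium signal (Ex 480/Em 530) followed at 1 s/cycle for 100 cycles in TRHR-expressing cells.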
RXFP1 antagonist = RXFP1 (human) relaxin receptor antagonism; Q9HBX9; HEK293-RXFP1, relaxin-stimulated cAMP HTRF, 30 min; active compounds read low; activity change, negative = inhibition, % at 57.5 µM; actives 0.59% (n = 350,000); AID 1259400;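 active = activity change of -60% or lower, but not beyond a set lower limit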; also: % is scaled to controls: 0 for no effect and ±100 for the full control effect
D1 antag = blocks dopamine activation of the human D1 receptor | P21728 | activity change, negative = inhibition, % at 10 µM | HEK293 TREx D1 cells, calcium flux, dopamine EC80; active compounds read low | actives 3.2% (n = 360,000); in the data active = activity change below about -30%; also: % is scaled to controls: 0 for no effect and ±100 for the full control effect
Target sequence (P21728 whole entry, looked up): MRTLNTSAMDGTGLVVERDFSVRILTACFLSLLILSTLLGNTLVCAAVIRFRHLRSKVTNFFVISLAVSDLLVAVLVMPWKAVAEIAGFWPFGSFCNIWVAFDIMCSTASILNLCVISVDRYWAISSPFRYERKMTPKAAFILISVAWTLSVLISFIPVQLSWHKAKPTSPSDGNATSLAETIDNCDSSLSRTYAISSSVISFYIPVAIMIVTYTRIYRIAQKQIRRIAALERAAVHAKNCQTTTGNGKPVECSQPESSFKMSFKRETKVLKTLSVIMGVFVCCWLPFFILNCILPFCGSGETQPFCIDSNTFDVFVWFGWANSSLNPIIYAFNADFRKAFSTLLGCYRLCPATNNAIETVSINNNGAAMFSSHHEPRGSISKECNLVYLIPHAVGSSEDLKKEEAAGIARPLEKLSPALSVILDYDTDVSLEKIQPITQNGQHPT
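Tetracycline-induced HEK293 Trex D1 cells, force-coupled to calcium, dye-loaded; compounds added and read 180 s, then EC80 dopamine added and calcium flux tracked kinetically another 180 s.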
D1 ag = activates the human D1 dopamine receptor. HEK293 T-REx D1 cells, calcium flux, agonist mode. activation, % at 2 µM. actives 1% (n = 360,000). AID 504660; in the data active = activation above about 30%; also: 0% is about no effect
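Inducible HEK293 T-REx D1 cells, force-coupled to calcium signalling, were plated at 4000 cells/well with tetracycline and held overnight at 30 C. After no-wash calcium dye loading, compound-evoked calcium rise over 180 s flagged agonists.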
D2 agonist = activates the human D2 dopamine receptor. P14416. HEK293 T-REx D2 cells, calcium flux agonist mode. activation, % at 2 µM. actives 0.53% (n = 340,000);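 active = activation over 3 SD above normal in the single-dose calcium agonist read, cut at about 30% in these data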; also: 0% is about no effect
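Tetracycline-induced HEK293 T-REx cells with force-coupled D2 receptor, plated overnight at 30 C, loaded with no-wash calcium dye. After a 10 s baseline, compound was pin-added and calcium flux read kinetically for 180 s; calcium rises flagged agonists.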
D2 antag = D2 dopamine receptor (human) antagonism; inhibition, % at 10 µM; actives 2% (n = 340,000); HEK293 TREx D2 cells, calcium flux, dopamine EC80; in the data active = inhibition above about 30%; also: 0% is about no effect
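Calcium flux kinetic readout in an inducible HEK293 TREx D2 line plated overnight at 30 C. After 180 s compound exposure, an EC80 dopamine challenge follows with another 180 s kinetic read to detect antagonism.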
RXFP1 ag = activates the human relaxin receptor RXFP1 | Q9HBX9 | HEK293T-RXFP1 cAMP TR-FRET, 30 min; response scale: percent of porcine relaxin response, buffer zero | Potency, µM (series often up to 57.5 µM), for the others: at the top dose activation, hits mostly activators | actives 0.3% (n = 370,000); active = well fitted activation curve with a large enough effect; also: potency is read from the fitted curve at half-maximal effect; % is scaled to controls: 0 for no effect and ±100 for the full control effect; nearly all actives have a fitted effect of over 60% in size; many of its hits are not listed in these tables
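HEK293T cells stably expressing RXFP1 were pretreated with the PDE4 inhibitor Ro 20174, exposed to compounds for 30 min at 37C, lysed, and cAMP was read by TR-FRET. Data normalized to buffer (basal) and 29 nM porcine relaxin (100%).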
D2 PAM = D2 dopamine receptor (human) potentiation | HEK293 T-REx D2, calcium flux, EC20 dopamine potentiation | potentiation, % at 10 µM | actives 0.34% (n = 340,000);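 active = potentiation over 3 SD above the plate norm, cut at about 30% in these data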; also: 0% is about no effect
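Primary screen. Calcium kinetics in induced HEK293 T-REx D2 cells: compound pre-addition 180 s, EC20 dopamine, 180 s more.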
D1 PAM = potentiators of human D1 dopamine receptor; P21728; HEK293 TREx D1 cells, calcium flux, dopamine EC20 potentiation; potentiation, % at 10 µM; actives 0.036% (n = 360,000); AID 504651; in the data active = potentiation above about 30%; also: 0% is about no effect
An asterisk follows results filed as active; x = not tested or not shown. Not all compounds are listed, so the mix of outcomes need not match the whole.

SMILES | TRHR PAM | RXFP1 antagonist | D1 antag | D1 ag | D2 agonist | D2 antag | RXFP1 ag | D2 PAM | D1 PAM
Nc1[nH]nc2nc(NCc3ccccc3)c3c(c12)CCN(Cc1ccccc1)C3 | 2 | -18 | 0 | 4 | 0.0 | 11 | 2.0% | -2 | -8
O=C(Nc1cc2nn(-c3ccccc3)nc2cc1Cl)c1ccco1 | 0 | -7 | -4 | 1 | 0.5 | -2 | -2.8% | -6 | -6
CCOC(=O)c1c(S(=O)(=O)NCC(=O)Nc2ccccc2F)c(C)n(C)c1C | 11 | 12 | 4 | 2 | 0.1 | 8 | 2.3% | -7 | 1
COc1ccc2c(Sc3ccc(Cl)cc3)c(C(=O)N3CCC(C)CC3)[nH]c2c1 | -1 | -15 | -2 | 5 | x | x | -6.7% | -3 | -3
O=C(NNC(=O)C1CCCCC1)c1ccco1 | 2 | 5 | 9 | 3 | 0.3 | -1 | -0.6% | 3 | -5
CC1(C)C(=O)OC(c2ccc([N+](=O)[O-])cc2)C(C)(C)C1=O (stereo not given) | -5 | 1 | -32* | 7 | -0.7 | -15 | 2.0% | -6 | 0
O=S(=O)(NCC(c1ccco1)N1CCN(c2ccc(F)cc2)CC1)c1cc(F)ccc1F (stereo not given) | 7 | -20 | x | -4 | 0.5 | x | 0.1% | 7 | 0
COc1cccc(C2NC(=O)c3n[nH]c(-c4cccs4)c32)c1 (stereo not given) | 0 | x | 8 | 0 | 0.0 | x | 0.5% | 6 | 0
COc1ccc(OC)c(NC(=O)Cn2c(=O)c3cccn3c3ccccc32)c1 | -7 | -11 | -12 | 10 | -0.3 | x | 0.0% | 6 | -5
COc1ccc(CN(C)C(=O)CNC(=O)Cc2cccc3ccccc23)c(OC)c1OC | 1 | -5 | 0 | 5 | -0.4 | 6 | -0.4% | 2 | -6

Ordered by value in RXFP1 antagonist (falling): some entries from above
SMILES | RXFP1 antagonist
CCOC(=O)c1c(S(=O)(=O)NCC(=O)Nc2ccccc2F)c(C)n(C)c1C | 12
O=C(NNC(=O)C1CCCCC1)c1ccco1 | 5
O=S(=O)(NCC(c1ccco1)N1CCN(c2ccc(F)cc2)CC1)c1cc(F)ccc1F (stereo not given) | -20

Continued:
SMILES | TRHR PAM | RXFP1 antagonist | D1 antag | D1 ag | D2 agonist | D2 antag | RXFP1 ag | D2 PAM | D1 PAM
Cc1ccc(OCCSc2nc(C)c(Cc3ccccc3)c(=O)[nH]2)cc1 | -3 | 11 | -3 | -1 | 0.6 | x | 0.0% | -5 | 2
CCOc1ccc(CNC(=O)C2CCN(c3nnc(-n4c(C)ccc4C)s3)CC2)cc1 | -3 | 4 | -3 | 7 | -0.1 | x | -0.7% | x | -4
CCC1Sc2ccc(S(=O)(=O)CCC(=O)Nc3ccccc3Br)cc2NC1=O (stereo not given) | -1 | -18 | 16 | 1 | 0.9 | -2 | -2.0% | -4 | -7
CN(C)c1nc(OCCNC(=O)COc2ccc(Cl)cc2Cl)nc(N2CCOCC2)n1 | 9 | 19 | -28 | 1 | 0.5 | -7 | -0.4% | -2 | -2
CCOC(=O)c1ccc(NC(=O)CSc2nc(C)nc3c2c(=O)n(C)c(=O)n3C)cc1 | 1 | 1 | -7 | 1 | 1.1 | 11 | 1.0% | -3 | x
CC1CC(=O)Nc2ccccc2N1C(=O)Cn1cnc2ccc(Br)cc2c1=O (stereo not given) | 9 | -5 | 0 | 2 | 0.2 | 0 | 0.3% | 6 | -2
Cc1ccc(-n2nc(C)c(/C=N/NC(=O)c3cccnc3)c2Cl)cc1 | 0 | 4 | -14 | 2 | 1.3 | -8 | 1.8% | -4 | -6
O=C(CCc1nnc(Cc2ccc(-c3ccccc3)cc2)o1)N1CCCC1 | -5 | -14 | 19 | 0 | -1.6 | 1 | 2.2% | -2 | 0
CCN(CC)CCCNC(=O)c1cn(CC)c2ccc(S(=O)(=O)N3CCC(C)CC3)cc2c1=O | 7 | x | -20 | 0 | -0.1 | x | -0.1% | -2 | 4
CC(Sc1nnc(Nc2ccccc2F)s1)C(=O)NC1CC1 (stereo not given) | 3 | 2 | -4 | 0 | 0.4 | -2 | 0.5% | -6 | 5
CN(C)NC(=S)Nc1cccc(C(F)(F)F)c1 | -3 | -2 | -16 | 0 | -1.4 | -7 | -1.0% | -1 | -16
Cc1cccc(C(=O)Oc2ccccc2-c2nnco2)c1 | 2 | 0 | -27 | 2 | 0.4 | -7 | 2.2% | 15 | -2
O=C(COc1ccc2c3c(c(=O)oc2c1)CCC3)NC1CCN(Cc2ccccc2)CC1 | 5 | 8 | -6 | 2 | 0.6 | 6 | 1.3% | 5 | -3
CCC(C)(C)C1CCc2c(sc(N)c2C(N)=O)C1 (stereo not given) | 2 | -7 | -28 | 4 | 1.6 | 18 | 0.3% | -3 | -3
COc1ccc(NC(=O)CCSc2nnc(C)s2)cc1 | 20 | 8 | 9 | 2 | -0.3 | 10 | 0.3% | 22 | 1
N/C(=N\OC(=O)c1cccc(Br)c1)c1ccccn1 | -8 | 6 | -19 | 4 | 0.4 | 25 | 0.6% | -2 | -11
COc1cc(NC(=O)c2ccc3nsnc3c2)cc(OC)c1OC | -4 | -36 | -3 | 2 | 0.2 | 0 | 0.9% | -7 | -8
CCN1CCN(C(=O)Cn2cnc3sc(C)c(S(=O)(=O)N4CCN(c5ncccn5)CC4)c3c2=O)CC1 | -8 | 0 | -17 | 0 | 1.2 | -20 | 4.4% | -3 | -14
O=C(/C=C/c1ccc2c(c1)OCCO2)c1ccccc1 | -3 | -9 | -1 | 2 | -0.8 | 8 | 5.7% | 1 | -4
Nc1cccc(/C=C/C(=O)O)c1 | -2 | -5 | -9 | 1 | 1.0 | -3 | 0.5% | 15 | -1
CC1(C2CC2)NC(=O)N(CC(=O)N2CCN(S(=O)(=O)c3ccc(F)c(F)c3)CC2)C1=O (stereo not given) | -2 | 0 | 1 | 2 | -1.1 | 22 | -0.6% | 10 | -5
CCCC(=O)Nc1ccc(NC(=O)C23CC4CC(CC(C4)C2)C3)cn1 | 14 | -5 | 44 | 4 | -0.3 | 3 | 1.0% | -1 | 1
CC(=O)c1sc(NC(=O)c2cccs2)nc1C | 3 | -6 | -10 | 1 | 1.7 | 6 | 12% | -10 | 2
COC(=O)c1cc(NC(=O)c2ccc([N+](=O)[O-])cc2)c(=O)oc1C | -3 | 5 | -4 | -1 | -0.4 | 19 | 0.8% | -3 | -4
Cc1ccccc1OCc1nnc(SC(C)C(=O)O)n1Cc1ccccc1 (stereo not given) | -8 | 2 | 42 | 8 | -0.5 | -19 | -1.3% | -4 | -5
Cc1ccc(S(=O)(=O)n2[nH]c(=O)cc2NC(=O)c2cccs2)cc1 | -4 | x | -3 | 3 | 0.5 | -2 | 0.2% | 5 | -2
COc1cc2c(cc1NC(=O)CSc1nccn1C)oc1ccccc12 | 4 | 6 | 17 | 0 | 1.0 | 7 | 0.7% | 3 | -5
Cc1ccc2[nH]c3c(=O)n(CC(=O)N(C)c4cc(Cl)ccc4C)ncc3c2c1 | 14 | 7 | 1 | 0 | 0.9 | x | -4.2% | 5 | -3
CC(C)NC(=O)CSc1nc(N)c(NC(=O)c2ccccc2F)c(=O)[nH]1 | -4 | 17 | 7 | 1 | 0.8 | 21 | -0.5% | 2 | -8
COc1cc(OC)cc(C(=O)N/N=C2/SCC(=O)N2Cc2ccco2)c1 | -4 | -24 | 4 | 3 | 21 | 1 | 2.2% | 0 | -2
O=C(N/N=C/c1ccc(-c2ccc([N+](=O)[O-])cc2)o1)c1cccnc1 | 4 | -6 | -42* | 4 | -0.3 | -2 | 14% | -5 | -4
CCOc1cc(S(=O)(=O)n2nc(C)cc2C)ccc1F | 0 | 13 | 4 | -2 | -1.1 | -19 | -0.5% | 26 | -1
COCCn1c(SCc2ccc(C(=O)OC)o2)nc2cc(Cl)ccc2c1=O | 1 | -11 | 8 | 7 | -0.8 | -1 | 2.7% | -5 | -6
O=C(NCC(c1cccs1)S(=O)(=O)c1cccs1)c1ccc(C(F)(F)F)cc1 (stereo not given) | -1 | x | x | 4 | 0.7 | x | 0.5% | 0 | -3
CCOC(=O)c1c(NC(=S)Nc2ccccc2)sc2c1CCCCC2 | 10 | -19 | 4 | 3 | 0.1 | 0 | 0.8% | 5 | -2
Cc1cc(C)c(NC(=O)C(C)n2c(=O)cc(C)c3c(C)nn(-c4ccccc4)c32)c(C)c1 (stereo not given) | -3 | -5 | 7 | 0 | x | x | 24% | 3 | -7
CCOC(=O)Cc1csc(NC(=O)c2cnc3sc(C)cn3c2=O)n1 | 3 | -1 | 5 | 3 | 0.8 | 1 | 20% | 1 | -2
CCCCCN(C(=O)NC(=O)Nn1cnnc1)S(C)(=O)=O | -3 | -12 | -8 | 2 | -0.1 | -10 | 0.1% | -7 | -6
CC(C(=O)NCc1cccc(Br)c1)n1ncn2cccc2c1=O (stereo not given) | -2 | 2 | -14 | -1 | 1.7 | x | 21% | 3 | -2
CCOc1cc(-c2ccc(OC(=O)c3ccc(Cl)cc3)c(OC)c2)cc(=O)c2c(C)oc(C)c12 | -2 | -63* | -2 | 0 | 2.2 | x | -0.2% | 9 | 1

The closing 2 entries of the part before open the next one:
SMILES | TRHR PAM | RXFP1 antagonist | D1 antag | D1 ag | D2 agonist | D2 antag | RXFP1 ag | D2 PAM | D1 PAM
CC(C(=O)NCc1cccc(Br)c1)n1ncn2cccc2c1=O (stereo not given) | -2 | 2 | -14 | -1 | 1.7 | x | 21% | 3 | -2
CCOc1cc(-c2ccc(OC(=O)c3ccc(Cl)cc3)c(OC)c2)cc(=O)c2c(C)oc(C)c12 | -2 | -63* | -2 | 0 | 2.2 | x | -0.2% | 9 | 1
CCOC(=O)c1sc(NC(=O)C(CC)Sc2nnc3c4ccccc4n(C(C)C)c3n2)nc1C (stereo not given) | 0 | x | 1 | 8 | 0.9 | -28 | 1.3% | -9 | -2
COC(=O)C1CCN(C(=O)COC(=O)C2CCN(S(=O)(=O)c3ccc(C)c(C)c3)CC2)CC1 | 7 | -15 | 5 | 1 | 0.3 | -14 | -0.7% | 7 | 2
CN(C)C(=O)C[n+]1cccc(/C=N/O)c1 | 3 | -6 | 1 | 1 | 0.5 | -28 | 4.7% | 11 | -9
CCC(C)NCC(O)(c1ccc(Cl)cc1)c1ccc(Cl)cc1 (stereo not given) | 50* | -38 | 11 | 6 | 0.5 | 4 | 1.8% | -7 | -3
O=C(NC1CCCC1)c1cccc(Oc2ccccc2)c1 | 1 | -5 | -10 | 6 | -1.6 | 11 | 3.2% | -1 | 4
Cc1ccc(NC(=O)Cn2c(=O)c(C(F)(F)F)nc3ccccc32)cc1C | 0 | x | 17 | 1 | 0.8 | x | 22% | 8 | -2
COc1cccc2cc(C(=O)NC(C)C3CCCO3)c(=O)oc12 (stereo not given) | 1 | 27 | 5 | 2 | -0.9 | -24 | 2.6% | 3 | -2
